High-throughput results as filed in PubChem BioAssay.
SDO1 yeast rescue: restores growth of sdo1-depleted yeast. S. cerevisiae sdo1-depleted JHY4D growth rescue, OD600 30 h; stronger effect = higher value; pdr5 snq2 efflux-pump mutant strain. z-score at 10 µM. 140,000 tested, 0.21% active. AID 817;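 active means z-score above 3 at both the 24 hr and the 30 hr optical density reads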;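 further: z-score against mean and SD of all compound wells on the same plate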
INS promoter inh: TRM-6 insulin promoter activity inhibition; inhibition, % at 2 µM; AID 1273; TRM-6 cells (human fetal islet line), insulin promoter-eGFP reporter, imaging; reporter expression induced with tamoxifen; 130,000 tested, 0.9% active;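 active means inhibition above the mean plus 3 SD, with well images judged a real hit on visual review, cut at about 60% in these data, passing the limit was not always enough; inconclusive means inhibition over the cutoff but images rejected on review; inactive means inhibition not above the cutoff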
SDO1 yeast rescue Rescue 24 h: further read-out of SDO1 yeast rescue, marked with its call; z-score; S. cerevisiae sdo1-depleted JHY4D growth rescue, OD600; measured here: growth rescue at 24 h;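 0 is the plate mean of compound wells and units are plate SD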
* marks the source's active call; other numbers are inactive results; u = inconclusive; x = not tested or not shown; & = joins results of further samples.

SMILES	SDO1 yeast rescue	SDO1 yeast rescue Rescue 24 h	INS promoter inh
CC1(C)CC(=O)c2sc(NC(=O)Cc3cccs3)nc2C1	-1.2	-0.96	-243
CCc1c(C(=O)NNC(=S)NCCc2ccccc2)csc1C	-0.13	-0.29	x
CCC1CC(/C(C)=N/NC(N)=O)OC1=O (configuration not stated)	x	x	33
Cc1ccc(C)c(S(=O)(=O)N2CCN(CC(=O)NC(=O)NCc3ccccc3)CC2)c1	-1.3	-0.99	-27
O=C(NCc1ccc2c(c1)OCO2)C1CC(=O)N(C2CCCC2)C1 (configuration not stated)	0.37	-0.96	3
COc1ccc(Nc2oc(COc3ccccc3OC)nc2C#N)cc1	-0.46	-0.11	15
Cc1ccc(C(=O)NCCNS(=O)(=O)c2ccccc2)cc1	0.43	-0.12	x
COCCn1c(CNc2ccc(F)cc2)nnc1SCC(=O)Nc1ccc(OC)cc1OC	0.62	0.21	24
CC(C)c1ccc(C2NC(=O)NC3=C2CCc2ccccc23)cc1 (configuration not stated)	-0.8	-0.53	17
O=C(NCCc1ccccc1)c1ccc(=O)[nH]c1	0.98	0.33	23
O=C1Nc2ccccc2/C1=N\N=C\C1=C(N2CCOCC2)C(=C\c2ccccc2)/CC1	-0.19	0.38	47
CC(NC(=O)c1ccco1)C(c1cccs1)N1CCN(c2ccccc2)CC1 (configuration not stated)	-0.81	-0.92	u

Only SDO1 yeast rescue and INS promoter inh, for some of the entries so far:
smiles	SDO1 yeast rescue	INS promoter inh
CCc1c(C(=O)NNC(=S)NCCc2ccccc2)csc1C	-0.13	x
CC(C)c1ccc(C2NC(=O)NC3=C2CCc2ccccc23)cc1 (configuration not stated)	-0.8	17
Cc1ccc(C)c(S(=O)(=O)N2CCN(CC(=O)NC(=O)NCc3ccccc3)CC2)c1	-1.3	-27
COCCn1c(CNc2ccc(F)cc2)nnc1SCC(=O)Nc1ccc(OC)cc1OC	0.62	24

(cont.)
SMILES	SDO1 yeast rescue	SDO1 yeast rescue Rescue 24 h	INS promoter inh
Clc1ccc(-c2noc(CN3CCN(c4ccccc4)CC3)n2)cc1	-0.13	-0.41	24
O=C(Nc1ccc2c3c(cccc13)CC2)c1ccc(Br)o1	-1.8	-0.62	-100
O=c1cc(Cc2nnc(SCc3ccccc3)n2-c2ccc(Cl)cc2)[nH]c(=O)[nH]1	x	x	-25
O=C(COC(=O)c1ccccc1C(=O)N1CCN(c2ccccc2)CC1)Nc1ccc(F)cc1	-0.34	-0.14	-58
COc1ccccc1-c1nnc2sc(C3CCCCC3)nn12	-1.4	-1.3	41
CCOc1ccc(NC(=O)C(NC(=O)C2CCC(C)CC2)C(C)C)cc1 (configuration not stated)	x	x	27
CCOc1ccccc1Nc1nnc(SC(C)C(=O)Nc2nc(-c3ccccc3)cs2)s1 (configuration not stated)	-0.27	-0.27	7
c1coc(CNc2nc(-c3cccs3)cs2)c1	x	x	28
O=C(CCn1c(=S)[nH]c2ccccc2c1=O)NCCc1ccccc1	x	x	35
O=C(NCCN1CCOCC1)c1cc(-c2ccc(F)cc2)on1	-0.25	-0.66	x
Cc1nn(-c2ccccc2)c(N2CCCC2)c1/C=N/NC(=O)c1cc(-c2cccs2)nc2ccccc12	-0.31	0.7	x
Cc1ccc(Cl)cc1N1CCN(C(=O)C2(S(=O)(=O)c3ccc(Cl)cc3)CC2)CC1	-1.9	-1.1	-200
CCOC(=O)C1=C(N)OC2=C(C(=O)CC(C)(C)C2)C1C1CCCCC1 (configuration not stated)	-0.97	-0.4	x
CN1CCN(S(=O)(=O)c2ccc(NC(=S)NC(=O)c3ccc(Cl)cc3)cc2)CC1	0.41	0	x
CCn1cc(C(=O)O)c(=O)c2cc(F)c(N3CCN(S(=O)(=O)c4ccc(NC(C)=O)cc4)CC3)cc21	-0.25	0.76	x
C[C@@H](C(=O)Nc1nc(-c2ccccn2)cs1)N1C(=O)C2CCCCC2C1=O (some centres not stated)	-0.07	0.53	x
Cc1nn(-c2ccccc2)c(N)c1C(c1ccccc1)c1c(C)nn(-c2ccccc2)c1N	0.3	-0.44	x
CC(=O)Nc1ccc(S(=O)(=O)N(C)c2ccccc2)cc1	1.3	0.8	-25
CCN(CC)CCn1c(NCc2ccc(OC)cc2)nc2ccccc21	0.21	0.07	19
COc1cccc2cc(/C(=N/O)c3ccccc3)oc12	x	x	-25
O=C1CNC(=O)/C1=C\N1CCCCC1	0.17	-0.07	3
O=C(NNS(=O)(=O)c1cc(Cl)cc(Cl)c1)c1sccc1-n1cccc1	0.27	1.4	21
COCc1cc(=O)[nH]c(/N=C(\N)Nc2ccc(Oc3ccccc3)cc2)n1	2.7	4.5	25
Cn1c(N)cc(=O)n(Cc2ccccc2)c1=O	0.8	1.2	-5

Arranged by the number under SDO1 yeast rescue Rescue 24 h (descending): 3 of the compounds above.
SMILES	SDO1 yeast rescue	SDO1 yeast rescue Rescue 24 h	INS promoter inh
COCc1cc(=O)[nH]c(/N=C(\N)Nc2ccc(Oc3ccccc3)cc2)n1	2.7	4.5	25
CC(C)c1ccc(C2NC(=O)NC3=C2CCc2ccccc23)cc1 (configuration not stated)	-0.8	-0.53	17
COc1ccccc1-c1nnc2sc(C3CCCCC3)nn12	-1.4	-1.3	41

In the list so far, four have an NH in an aromatic ring.
SMILES	SDO1 yeast rescue	SDO1 yeast rescue Rescue 24 h	INS promoter inh
O=C(NCCc1ccccc1)c1ccc(=O)[nH]c1	0.98	0.33	23
O=c1cc(Cc2nnc(SCc3ccccc3)n2-c2ccc(Cl)cc2)[nH]c(=O)[nH]1	x	x	-25
O=C(CCn1c(=S)[nH]c2ccccc2c1=O)NCCc1ccccc1	x	x	35
COCc1cc(=O)[nH]c(/N=C(\N)Nc2ccc(Oc3ccccc3)cc2)n1	2.7	4.5	25

Going on with the list.
SMILES	SDO1 yeast rescue	SDO1 yeast rescue Rescue 24 h	INS promoter inh
O=C(CSc1nc2ccccc2o1)Nc1ccc(Cl)cc1	0.97	2.2	10
CCOC(=O)c1ccccc1N1C(=O)C2Sc3[nH]c(=O)sc3C(/C=C/c3ccccc3)C2C1=O (configuration not stated)	-0.31	-1	11
Cc1ccc(NC(=S)N(Cc2cccs2)Cc2cc3cccc(C)c3[nH]c2=O)cc1	0.1	0.92	-47
O=C(O)c1cn(-c2ccc(F)c(F)c2)c2c(F)c(F)c(F)c(F)c2c1=O	-0.75	-1.2	33
CC(C)Cn1c(N)c(C(=O)COC(=O)c2ccc(F)cc2)c(=O)n(C)c1=O	x	x	17
CCC(Oc1ccccc1)C(=O)N(Cc1ccccc1)c1ccccn1 (configuration not stated)	-1.1	-1.2	-22
CCOC(=O)C1=C(C)Nc2nc3ccccc3n2C1c1ccccc1 (configuration not stated)	0.94	0.95	33
Cc1nc(SCC(=O)c2ccccc2)n[nH]1	1.5	2	-69
Cc1cccc(/C=C2\CS/C(=C\c3cccc(C)c3)C2=O)c1	-1	-0.53	25
Cn1c(=O)c2c(nc(N3CCN(c4ccccn4)CC3)n2Cc2ccc(Cl)cc2Cl)n(C)c1=O	-0.39	0.05	0
Cc1nn(-c2ccccc2)c(C)c1NC(=O)c1cccs1	3.3*	4.4*	-24
S=C(Nc1ccc(Oc2ccccc2)cc1)NC1CCCCC1	-1.6	-1.4	35
COCCCn1c(C)nnc1SCC(=O)NCc1ccco1	0.65	0.51	-359
CC(C)C(=O)NC(c1ccc([N+](=O)[O-])cc1)c1c(O)ccc2ccccc12 (configuration not stated)	0.05	0.01	-77
CCn1c(-c2cc(Br)cc(OC)c2O)nc2cc(S(=O)(=O)N(C)C)ccc21	-0.16	-0.76	21
Cc1ccc(N=Nc2c(N)nn3c(N)c(C#N)c(C)nc23)cc1	x	x	47
CC1=C(C#N)C(=O)NC(=O)/C1=C\c1ccc(-c2ccc(C)cc2[N+](=O)[O-])o1	x	x	13
CCc1ccc(N2CCN(C(=O)c3ccc(OC)c(OC)c3)CC2)cc1	0.35	-0.04	-143
O=C(NC(=S)Nc1ccccn1)c1cc(-c2ccccc2)nc2ccccc12	-1.1	-0.58	50
CCOC(=O)Cn1c(=NC(=O)CSC(C)=O)sc2cc(OC)ccc21	1.9	2.5	-61
CCOC(=O)c1c(NC(=O)CN2CCN(c3ccc(Cl)cc3)CC2)sc(C)c1C	-0.77	0.15	x
O=C(CSCc1ccccc1F)NCc1ccc(F)cc1	x	x	20
COc1ccc(N=C(NN)c2ccc3ccccc3n2)cc1	2.4	1.2	63
O=C(Nc1nnc(CC(=O)N2CCOCC2)s1)C1COc2ccccc2O1 (configuration not stated)	1.2	1.2	x
O=C(O)CNC(=O)C1COc2ccccc2O1 (configuration not stated)	1.6	0.86	-95
Fc1ccccc1Cn1nnc(-c2ccc3c(c2)OCO3)n1	-0.34	-1.1	42
Cc1cc(C(=O)CSc2nnc(-c3cccs3)o2)c(C)n1-c1ccccc1	-1.2	-0.74	-3
Cc1cc(C)cc(N2CC34C=CC(O3)C(C(=O)OCC(=O)NCc3ccco3)C4C2=O)c1 (configuration not stated)	0.3	0.41	-34
O=C(N/N=C/c1c(F)cccc1Cl)c1ccc(Cn2cc(Br)cn2)o1	0.33	-0.33	17
Cc1cc(C)cc(NCc2cc3c(cc2[N+](=O)[O-])OCO3)c1	-1.1	-1.9	0
COc1ccc2cc(/C=C3\SC(=S)NC3=O)c(N3CCOCC3)nc2c1	-0.74	-0.68	14
COC(=O)CSc1nnc(C)n1-c1cccc(OC)c1	-0.19	-0.37	-14
COc1ccc(-n2ccnc2CN2CCN(C3CCCC3)C(CCO)C2)cc1 (configuration not stated)	x	x	0
CCOc1cc(NS(=O)(=O)c2ccc(Cl)cc2)c(OCC)cc1NC(=O)CC(C)C	-0.95	-1.1	-3
Cc1onc(C(=O)NCc2ccccn2)c1[N+](=O)[O-]	x	x	15
COc1ccccc1CC(=O)N1CCN(c2ccccn2)CC1	1.1	0.84	31
CCn1c(=S)[nH]c2scc(-c3cccs3)c2c1=O	x	x	0
COc1ccc(-c2csc(Nc3ncccc3C)n2)cc1	-2.2	-0.76	73
CCC(=O)Nc1ccc(C(=O)NCCCn2ccnc2)cc1	x	x	-30
COc1cc(C2C(N3C(=O)c4ccccc4C3=O)C(=O)N2c2ccc(C)c(C)c2)cc(OC)c1OC (configuration not stated)	0.08	-0.06	11
COC(=O)CSc1nnc(CNc2nc(-c3ccccc3)cs2)n1C	0.58	-0.71	-40
COc1ccc(OC)c(C2C=C(C34CC5CC(CC(C5)C3)C4)NC(=S)N2)c1 (configuration not stated)	-0.39	-0.04	37
Cc1ccsc1C1C(C#N)=C(N)OC2=C1C(=O)CCC2 (configuration not stated)	x	x	25
O=C1C2C(c3ccccc3)C=CC(c3ccccc3)C2C(=O)N1c1ccccn1 (configuration not stated)	-0.74	-0.42	36
c1csc(CSc2nc3ccccc3s2)c1	-0.33	-0.4	21
O=C(CN(Cc1ccco1)C(=O)CCC(=O)Nc1ccccn1)NCCc1ccccc1	0.66	-0.05	-36
CC(Nc1nc(N2CCOCC2)nc2ccccc12)c1ccccc1 (configuration not stated)	x	x	-42
CC1CCc2c(C(=O)NCc3ccccn3)csc2C1 (configuration not stated)	-1.1	-1.6	-4
COc1ccc(C)cc1S(=O)(=O)N(CC(=O)Nc1cccc([N+](=O)[O-])c1)c1ccccc1	-0.19	-0.65	x
Cc1ccc(S(=O)(=O)NNC(=O)CCC(=O)Nc2ccc(C)c(C)c2)cc1	0	-0.54	39
CCOc1ccc2nc(C)cc(Nc3cccc([N+](=O)[O-])c3)c2c1	0.22	-1.4	29
O=C(Nc1cc(Cl)ccn1)C1CCN(S(=O)(=O)c2cccs2)CC1	-0.08	-0.04	37
CCc1c(O)nc(SCC(=O)Nc2ccccc2)n(-c2ccccc2)c1=O	1.3	0.41	x
CCOc1[nH]n(-c2ccc(Cl)cc2)c(=O)c1C=Nc1ccc(Cl)cc1	0.52	0.93	20
C/C(CC(=O)Nc1ccc(F)cc1)=N\NC(=O)COc1ccccc1	0.14	-0.46	43
COc1ccc(Br)cc1C(=O)Nc1ccc(C(=O)O)cc1	x	x	-341
O=C(CSc1nnc(SCc2cccc3ccccc23)s1)Nc1ccc(C(=O)O)cc1	x	x	-21
COc1cccc(C2C(C#N)=C(N)Oc3cc(C)n(Cc4ccccn4)c(=O)c32)c1OC (configuration not stated)	0.25&0.39	-0.33&0.19	x
CC(=O)C(/C=N/c1cc(-c2ccc(C)cc2)nn1-c1ccccc1)=C(\C)O	-0.76	-0.1	19
Cc1ccc(N2C(=O)CC(N3CCN(C)CC3)C2=O)cc1 (configuration not stated)	0.35	0.26	44
The listing continues.
SMILES	SDO1 yeast rescue	SDO1 yeast rescue Rescue 24 h	INS promoter inh
CC(C)CCN1C(=O)c2ccc(C(=O)Nc3c[nH]c(=O)[nH]c3=O)cc2C1=O	x	x	17
CN(C)c1cccc(C(=O)Nc2cccc(F)c2)c1	-0.29	-0.61	33
O=C(CSc1nc2ccccc2[nH]1)NCCCn1ccnc1	0.63	0.72	x
c1ccc(Cc2nnc3n2CCCCC3)cc1	0	-0.03	x
CC(C)n1c(N2CCN(C(=O)N3CCCCC3)CC2)nc2ccccc21	-1.2	-1.6	24
Cc1ccccc1C(=O)N1CCN(c2ccc([N+](=O)[O-])c(NCc3ccco3)c2)CC1	-1.1	-1.6	-25
Cc1nccn1CC(O)COC1CCCCC1 (configuration not stated)	0.14	-0.1	-68
CC(=O)c1cc2c(cc1NS(=O)(=O)c1ccc3c(c1)OCCO3)OCO2	0.25	0.76	u
Cc1ccc(C(=O)c2coc3ccc(O)c(Cl)c23)cc1	-0.88	0.1	-61
Cc1c(C=O)n(C)n(-c2ccccc2)c1=O	x	x	-11
CCCC(C)C(=O)Nc1ccc(NC(C)=O)cc1 (configuration not stated)	1.2	-0.02	-37

Only part of the results is shown, so the mix of outcomes need not match the whole.
